# KCNK9 block – blocks the human KCNK9 two-pore domain potassium channel | B-score at 10 µM | 1.2% of 310,000 active | Q9NPC2 | HEK293 KCNK9, FluxOR thallium flux fluorescence; stronger effect = lower value;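 active means ratio B-score over 3 SD below the library mean, with starting fluorescence within 5 SD of its mean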;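 further: negative B-score means less thallium flux so channel inhibition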
# Dyrk1A ADPGlo – Dyrk1A (rat) kinase inhibition; inhibition, % at 12.5 µM; Q63470; ADP-Glo luminescence, NFATc1 peptide; AID 504441; 0.43% of 310,000 active; in the data active means inhibition above about 50%;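 further: plate controls were vehicle with enzyme for no effect and no enzyme for full effect; many of its hits are not listed in these tables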
# hERG protect – hERG (human) protection from proarrhythmic block; CHO-hERG, FluxOR thallium flux, dofetilide IC70 present; activation (rescue from dofetilide block), less the hit threshold, % at 10 µM; 0.51% of 310,000 active; AID 1511;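 active means activation above the mean of controls blocked by dofetilide plus 5 SD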;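 further: thallium influx through hERG after potassium depolarization seen as dye fluorescence rise; in these data hits start at about 4.7%; inactives centre near -7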
# GSK3beta inhib – human GSK3beta kinase inhibition; activity score (negative = inhibition), % at 10 µM; 0.038% of 300,000 active; AID 2097; GST-GSK3beta kinase, ADP-Glo luminescence, 60 min; stronger effect = lower value; P49841;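 active means more than half of replicate wells score below -50%, meaning over 50% inhibition versus plate controls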;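 further: 0% = median DMSO wells and -100% = median GW8510 positive control wells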
# Target sequence (P49841 whole entry, looked up): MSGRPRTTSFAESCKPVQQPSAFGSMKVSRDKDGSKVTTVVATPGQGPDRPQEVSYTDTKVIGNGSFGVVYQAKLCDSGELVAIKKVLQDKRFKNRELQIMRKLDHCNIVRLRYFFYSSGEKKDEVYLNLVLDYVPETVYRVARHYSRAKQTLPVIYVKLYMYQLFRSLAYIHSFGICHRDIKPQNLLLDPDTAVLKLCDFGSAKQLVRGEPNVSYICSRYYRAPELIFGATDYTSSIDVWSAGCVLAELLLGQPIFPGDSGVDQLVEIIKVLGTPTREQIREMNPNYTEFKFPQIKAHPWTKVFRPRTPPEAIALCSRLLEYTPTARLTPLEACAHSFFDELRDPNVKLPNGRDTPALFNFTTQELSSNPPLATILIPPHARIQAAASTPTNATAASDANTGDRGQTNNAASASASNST
#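 Test system: GST-fused GSK3beta enzyme, cell-free | Quantity: 1.6 ng GST-GSK3beta enzyme per well | Reagent: 25 µM ATP with peptide substrate | Schedule: 60 min enzyme reaction, room temperature | Signal: Luminescent ADP-Glo measurement of ADP formed | Read-out basis: Score relative to plate controls | Control set: DMSO and 20 µM GW8510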
# KCNK3 block – human KCNK3 channel inhibition, primary screen | O14649 | CHO-KCNK3 thallium flux, FluxOR fluorescence; stronger effect = lower value | B-score at 10 µM | 0.84% of 340,000 active;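 active means B-score under library mean minus 4 SD, starting fluorescence ratio at most library mean plus 5 SD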;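 further: more negative B-score means stronger inhibition of thallium flux through KCNK3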
# Target sequence (O14649 whole entry, looked up): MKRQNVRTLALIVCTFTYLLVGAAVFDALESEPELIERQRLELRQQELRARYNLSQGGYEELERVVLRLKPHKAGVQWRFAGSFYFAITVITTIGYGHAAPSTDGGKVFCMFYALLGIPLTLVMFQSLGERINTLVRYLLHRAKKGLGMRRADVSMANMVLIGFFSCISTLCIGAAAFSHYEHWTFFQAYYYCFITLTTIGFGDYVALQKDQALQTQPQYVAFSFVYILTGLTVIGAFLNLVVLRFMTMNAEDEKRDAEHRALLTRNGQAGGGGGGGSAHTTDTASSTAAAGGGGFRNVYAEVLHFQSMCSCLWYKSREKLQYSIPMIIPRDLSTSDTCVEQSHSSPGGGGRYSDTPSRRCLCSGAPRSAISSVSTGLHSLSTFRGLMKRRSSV
# GSK3A inh – inhibitors of human GSK-3 alpha kinase. ADP-Glo luminescence, 60 min. P49840. AID 2650. 0.1% of 320,000 active. inhibition, % at 10 µM;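 in the data active means inhibition above about 50%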;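 further: GST-tagged GSK-3 alpha with peptide substrate and 25 µM ATP; 0% = DMSO neutral wells and 100% = GW8510 positive control wells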
# HDAC3 inh – inhibitors of human histone deacetylase 3 | inhibition, % at 8.3 µM | 0.15% of 320,000 active | O15379 | recombinant HDAC3, fluorogenic peptide/trypsin coupled, fluorescence; in the data active means inhibition above about 26%, passing the limit was not always enough
# KCNQ1 act – potentiators or activators of human KCNQ1 potassium channel | P51787 | CHO-K1 KCNQ1, thallium flux FluxOR fluorescence; stronger effect = higher value | B-score at 10 µM | 0.35% of 310,000 active;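 active means fluorescence ratio B-score, a plate-corrected score, at least three library SD, with initial intensity B-score within 5 SD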
#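 System: Stable KCNQ1 CHO-K1 line | Incubation: 90 min dye loading and 20 min compound exposure, both at room temperature | Measure: Ratio B score | Medium: Assay buffer for compound exposure, DMSO matched across wells | Compound dosing: Single-concentration screen | Probe or stimulus: K+/Tl+ depolarizing stimulus | Measured by: Kinetic FluxOR fluorescence, 10 s baseline plus 110 s post-stimulus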
# KCNQ1 block – blocks the human KCNQ1 potassium channel | B-score at 10 µM | 1.3% of 310,000 active | CHO-K1 KCNQ1, FluxOR thallium flux fluorescence; stronger effect = higher value;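 active means compounds whose thallium flux B-score, printed positive for inhibition, exceeds three library SD while starting fluorescence stays within three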;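 further: channel opened by potassium depolarization with thallium stimulus after 20 min compound exposure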
# RGS4 pot – RGS4 potentiation or activation; HEK293 M3R/inducible RGS4, carbachol calcium flux Fluo4; stronger effect = lower value; 0.92% of 310,000 active; B-score at 10 µM;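 active means B-score of the integrated calcium signal more than 4 SD below the library mean, with starting fluorescence not abnormally high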;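 further: negative B-score means reduced calcium response which marks RGS4 activation or potentiation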
#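 Reagent: ECmax carbachol challenge; Test system: M3R-expressing HEK293 line, RGS4 induced by doxycycline; Schedule: overnight RGS4 induction, 30 min dye load 37 °C, 20 min compound RT; Detection: calcium dye Fluo4 fluorescence; Read-out: Agonist-evoked peak-minus-minimum fluorescence over baseline, integrated ratio, B score.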
# PolyA inhibitor – yeast polyadenylation inhibition; S. cerevisiae SKY197-pL101 polyadenylation reporter, beta-gal luminescence; efflux-impaired pdr1/pdr3 knockout yeast; score 100 = 6 SD above DMSO; calls only at 12 µM; 0.02% of 300,000 active; AID 1875;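 active means lowest replicate activity score at least 50, where 100 means six control SD above control mean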;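 further: yeast exposed to compound for 9 h at 30 °C; higher score means more reporter readthrough which indicates perturbed polyadenylation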
# Active calls of the source: *; i = inactive; . = not tested or not shown. This is a subset; count on the stated rates, not on these rows.
SMILES,KCNK9 block,Dyrk1A ADPGlo,hERG protect,GSK3beta inhib,KCNK3 block,GSK3A inh,HDAC3 inh,KCNQ1 act,KCNQ1 block,RGS4 pot,PolyA inhibitor
CCOC(=O)c1cc(C)sc1NC(=O)C(c1ccccc1)c1ccccc1,i,-80,-6,-1,i,0,6,i,i,i,i
Cc1ccc(Cn2c(SCC(=O)NCC3CCCO3)nc3ccsc3c2=O)cc1 (configuration not stated),i,.,-6,1,i,0,2,i,i,i,i
Cc1cc2c([nH]c3ccccc32)c(C)n1,i,22,-4,1,i,1,-104,i,i,i,i
CC(C)(C)c1ccc(-n2ncc3c2CCCC3NC(=O)c2csnn2)cc1 (configuration not stated),i,12,-5,-8,i,0,-4,i,i,i,i
COC(=O)c1cc(-c2c(-c3ccc4c(c3)OCO4)noc2-c2ccsc2)cc([N+](=O)[O-])c1,i,-2,-1,0,i,3,-1,i,i,i,i
Cc1csc(=O)n1CCC(=O)OCC(=O)Nc1cc([N+](=O)[O-])ccc1Cl,i,5,-13,-3,i,1,4,i,i,i,i
O=C(CSCc1ccccc1)Nc1cccc(C(=O)Nc2ccc(C(=O)O)cc2)c1,i,6,0,2,i,-3,3,i,i,i,.
COc1ccc(CC(=O)NNC(=O)CSc2nnc(Cc3ccc(OC)cc3)n2-c2ccccc2)cc1,i,-3,-9,-2,i,.,-3,i,i,i,i
O=C1NC2(CCCCCC2)C(=O)N1Cc1ccccc1,i,-1,2,-1,i,5,-6,i,i,i,i
Cc1cccc(OCc2nnc(SCC(=O)Nc3cccc(C(=O)N4CCOCC4)c3)n2C)c1,i,2,-5,2,i,-1,-1,i,i,i,i
CCCCCN(C(=O)COC(=O)COc1c(C)cc(C)cc1C)c1c(N)n(CCCC)c(=O)[nH]c1=O,i,1,-14,0,i,-2,.,i,i,i,i
CC(C)(C)NC(=O)NC(=O)CN1CCc2ccccc21,i,1,-16,-2,i,-3,7,i,i,i,i
CCCc1noc(-c2cccc([N+](=O)[O-])c2)n1,i,.,-4,1,i,-2,-4,i,i,i,i
COc1ccc(-c2nn3c(C4CCCCC4)nnc3s2)cc1OC,i,1,-17,-4,i,.,-2,i,i,i,i
COC(/C=C/Nc1ccc(OC)cc1)=C(C#N)C#N,i,5,-6,-2,i,2,-4,i,i,i,i
CCOc1ccc(-n2cc(C(=O)NCCOC)c3cc(OC)c(OC)cc3c2=O)cc1,i,-6,-4,-1,i,-2,9,i,i,i,i
COc1ccc(F)cc1S(=O)(=O)NCC(c1ccc2c(c1)OCO2)N1CCN(C)CC1 (configuration not stated),i,0,-15,-5,i,0,5,i,i,i,i
Cc1nc(CS(=O)(=O)c2ccccc2)cc(N2CCN(c3ccccc3F)CC2)n1,i,-4,0,0,i,0,-2,i,i,i,i
CCCCN(Cc1ccccc1)C1CCN(Cc2ccccc2)CC1,i,.,-2,2,i,1,7,i,i,i,i
O=C1C(Nc2ccc(O)cc2)=C/C(=N/S(=O)(=O)c2cccs2)c2ccccc21,i,70*,-9,-7,i,.,.,i,i,i,i
Cc1ccc(S(=O)(=O)N2CCOC23CCN(C(=O)c2cc(Cl)ccc2Cl)CC3)cc1,i,-4,-5,1,i,-1,-3,i,i,i,i
COc1ccc(/C=C/C(=O)Nc2cccnc2Cl)cc1,i,2,-5,-7,i,2,1,i,i,i,i
CC1(C)OC(=O)C(=NNc2ccccc2C(=O)O)C(=O)O1,i,3,-9,6,i,1,-4,i,i,i,i
CCN(CC)S(=O)(=O)c1cc(NC(=O)c2n[nH]c(=O)c3ccccc23)ccc1C,i,-3,-19,0,i,-1,5,i,i,i,i
O=c1c2c(-c3cccs3)csc2ncn1-c1ccc(Br)cc1,i,3,-1,-3,i,1,-7,i,i,i,i
CCC(=NCCc1c(C)[nH]c2ccc(OC(F)(F)F)cc12)C1=C(O)CC(c2ccccc2)CC1=O (configuration not stated),i,-8,-15,0,i,-1,4,i,i,i,i
Cc1cccc(C)c1NC(=O)COC(=O)c1cccc2c1C(=O)c1ccccc1C2=O,i,0,-2,4,i,5,2,i,i,i,i
CC(C)(C)N(CC#CCC1(O)c2ccccc2-c2ccccc21)CCO,i,-2,-3,1,i,-1,0,i,i,i,i
CN(C)S(=O)(=O)c1ccc(C(=O)Nc2ccc(Cl)cc2)cc1,i,-1,2,-2,i,-3,2,i,i,i,i
O=S1CC/C(=N\O)c2ccccc21 (configuration not stated),i,-1,-8,3,i,-2,-5,i,i,i,i
Cc1cc(=O)c(C(=O)O)nn1-c1ccccc1Cl,i,-9,-4,1,i,0,-2,i,i,i,i
COc1cc(NC(=O)c2cccc(Br)c2)nc(OC)n1,i,12,-4,2,i,6,7,i,i,i,i
O=C(NC(NC(=S)Nc1ccccc1Cl)C(Cl)(Cl)Cl)c1cccc(Cl)c1 (configuration not stated),i,3,-11,1,i,-1,-4,i,i,i,i
O=C(NCCc1ccccc1)C1CCN(C2CCN(C(=O)CC3=CCCCC3)CC2)CC1,i,0,-10,2,i,-1,-1,i,i,i,i
O=C(NCCc1ccccc1)c1ccc(CS(=O)(=O)Cc2ccccc2F)o1,i,-3,-17,6,i,-1,12,i,i,i,i
COc1ccc(OC)c(NC(=O)c2cc3ccccc3cc2OC)c1,i,0,-4,5,i,-2,-2,i,i,i,i
Cc1nc(NC2CCCC2)sc1C(=O)N(C)C,i,0,-8,-1,i,0,1,i,i,i,i
CCCC(=O)NC(=S)Nc1ccccc1C(F)(F)F,i,-1,-7,-2,i,-3,5,i,i,i,i
c1ccc(COc2ccc(CNCc3cccnc3)cc2)cc1,i,3,-8,4,i,-1,-1,i,i,-13*,i
CC(=O)Nc1ccc(-c2csc(NC(=O)CCCc3cccs3)n2)cc1,i,-3,-11,5,i,14,-2,i,i,i,i
Cc1cccc2sc(NC(=O)c3ccc(OCC4CCCO4)cc3)nc12 (configuration not stated),i,3,6.5*,1,i,0,-2,i,i,i,i
COc1ccc(-c2ncncc2-c2csc(C)n2)c(O)c1OC,i,3,1,-2,i,.,-1,i,i,i,i
CC(=O)Nc1cccc(-c2cc(-c3c(Cl)cccc3Cl)no2)c1,-11*,44,-9,-10,-15*,-3,1,i,i,i,i
COc1ccc(NC(=O)CS(=O)CC(=O)Nc2cccc3cccnc23)cc1 (configuration not stated),i,-1,-3,0,i,1,1,i,i,i,i
N#CC1(NC(=O)CSc2nnc(-c3ccccc3F)o2)CCCCC1,i,-8,-10,-1,i,-1,0,i,i,i,i

# Results in hERG protect, KCNQ1 act and PolyA inhibitor (four entries from above):
structure,hERG protect,KCNQ1 act,PolyA inhibitor
CC(=O)Nc1ccc(-c2csc(NC(=O)CCCc3cccs3)n2)cc1,-11,i,i
CCCC(=O)NC(=S)Nc1ccccc1C(F)(F)F,-7,i,i
O=C(NCCc1ccccc1)C1CCN(C2CCN(C(=O)CC3=CCCCC3)CC2)CC1,-10,i,i
O=C(NCCc1ccccc1)c1ccc(CS(=O)(=O)Cc2ccccc2F)o1,-17,i,i

# Some of the entries so far, with each value named.
SMILES: COc1ccc(OC)c(NC(=O)c2cc3ccccc3cc2OC)c1
  KCNK9 block: i
  Dyrk1A ADPGlo: 0
  hERG protect: -4
  GSK3beta inhib: 5
  KCNK3 block: i
  GSK3A inh: -2
  HDAC3 inh: -2
  KCNQ1 act: i
  KCNQ1 block: i
  RGS4 pot: i
  PolyA inhibitor: i

SMILES: Cc1nc(NC2CCCC2)sc1C(=O)N(C)C
  KCNK9 block: i
  Dyrk1A ADPGlo: 0
  hERG protect: -8
  GSK3beta inhib: -1
  KCNK3 block: i
  GSK3A inh: 0
  HDAC3 inh: 1
  KCNQ1 act: i
  KCNQ1 block: i
  RGS4 pot: i
  PolyA inhibitor: i

SMILES: CCCC(=O)NC(=S)Nc1ccccc1C(F)(F)F
  KCNK9 block: i
  Dyrk1A ADPGlo: -1
  hERG protect: -7
  GSK3beta inhib: -2
  KCNK3 block: i
  GSK3A inh: -3
  HDAC3 inh: 5
  KCNQ1 act: i
  KCNQ1 block: i
  RGS4 pot: i
  PolyA inhibitor: i

SMILES: c1ccc(COc2ccc(CNCc3cccnc3)cc2)cc1
  KCNK9 block: i
  Dyrk1A ADPGlo: 3
  hERG protect: -8
  GSK3beta inhib: 4
  KCNK3 block: i
  GSK3A inh: -1
  HDAC3 inh: -1
  KCNQ1 act: i
  KCNQ1 block: i
  RGS4 pot: -13*
  PolyA inhibitor: i

# The list continues.
SMILES,KCNK9 block,Dyrk1A ADPGlo,hERG protect,GSK3beta inhib,KCNK3 block,GSK3A inh,HDAC3 inh,KCNQ1 act,KCNQ1 block,RGS4 pot,PolyA inhibitor
CCCOc1ccc(N2C(=O)CC(N(CCc3ccc(OC)c(OC)c3)C(=S)Nc3ccccc3)C2=O)cc1 (configuration not stated),i,-8,-9,1,i,0,-2,i,i,i,i
Cc1onc(-c2ccccc2)c1C(=O)N1CC(C)OC(C)C1 (configuration not stated),i,-1,-4,2,i,-1,-7,i,i,i,i
CCc1ccccc1NC(=O)CSc1ccsc1[N+](=O)[O-],i,5,-8,-1,i,-4,3,i,i,i,i
CCc1nnc(NC(=O)C2=NN(C3CCS(=O)(=O)C3)C(=O)CC2)s1 (configuration not stated),i,-6,-8,3,i,-3,-4,i,i,i,i
CC1(C)CC(=O)C(C=Nc2ccc3cn[nH]c3c2)=C(O)C1,i,-5,-5,0,i,-1,0,i,i,i,i
CCS(=O)(=O)Nc1cccc(-c2cc(-c3ccccc3)c3cc(C)ccc3n2)c1,i,1,-5,-1,i,.,.,i,i,i,i
Cc1nc(Nc2cccc(C(C)O)c2)c2nnn(Cc3ccccc3F)c2n1 (configuration not stated),i,-1,-11,1,i,-2,6,i,i,i,i

# Bioassay records from PubChem.
